KOR beta-arrestin-1 – KOR antagonists, beta-arrestin recruitment, cell-based, luminescence, uHTS (AID 1778) | KOR beta-arrestin recruitment, luminescence, antagonist mode; higher % means a stronger effect | inhibition, % at 10 µM; hits with a dose series show IC50 in µM | 290,000 compounds, 0.091% hits; also: strong numbers were not always called active
GPR55 beta-arrestin – selective activators of receptor GPR55 – imaging, U2OS cells, beta-arrestin-GFP redistribution, primary screen (AID 1961). 290,000 compounds, 0.048% hits. activation, % at 10 µM; hits with a dose series show EC50 in µM. U2OS GPR55 beta-arrestin-GFP redistribution imaging; higher % means a stronger effect;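 active = activation above 40% with more than 50 cells counted in the well; inconclusive = wells holding fewer than 50 cells, flagged as toxic or sparse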;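 also: U2OS osteosarcoma cells stably expressing GPR55 and beta-arrestin-GFP; plate controls were DMSO negative control for no effect and LPI positive control for full effect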
KOR beta-arrestin-2 – kappa opioid receptor activators – cell-based, luminescence, uHTS, primary screen (AID 1777); activation, % at 10 µM, or EC50 in µM where a hit was titrated; KOR beta-arrestin recruitment, luminescence; higher % means a stronger effect; 280,000 compounds, 0.02% hits; in the data active = activation above about 50%, passing the limit was not always enough; also: a part of the inactive calls stands beside numbers as strong as those of hits
AID2073 – disruptors of CaV2.2 binding to Mint1 – biochemical, HTRF (AID 2073) | HTRF protein-protein interaction, Mint1-CaV2.2; higher % means a stronger effect | inhibition, % at 20 µM, or IC50 in µM where a hit was titrated | 290,000 compounds, 0.19% hits; in the data active = inhibition mostly above about 51%, no sharp cut-off; inconclusive = no clear call, values can overlap the other calls; inactive = mostly below about 53%; also: some results filed as inactive read as strong as hits
NOD1 inhibition – NOD1 signaling inhibitors, primary screen, cell-based, luminescence, uHTS (AID 1578); NOD1-driven NF-kB luciferase reporter cells, luminescence; higher % means a stronger effect; inhibition, % at 4 µM; hits with a dose series show EC50 in µM; 290,000 compounds, 1% hits; in the data active = inhibition mostly above about 36%, no sharp cut-off; inactive = mostly below about 34%;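 also: HEK-293T reporter cells stimulated with the NOD1 agonist gamma-tri-DAP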
P. falciparum M17LAP – P. falciparum M17LAP inhibitors, primary screen, biochemical, fluorogenic H-Leu-NHMec substrate, 1536-well (AID 1619); recombinant M17LAP, H-Leu-NHMec fluorogenic kinetic assay; higher % means a stronger effect; inhibition, % at 30 µM; hits with a dose series show IC50 in µM; 220,000 compounds, 0.38% hits;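 active = compound inhibiting the enzyme by more than half at any dose during confirmatory dose-response retesting; inconclusive = strong single-dose inhibitors picked by rank but not retested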;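 also: plate controls were full reaction with DMSO carrier for no effect and no enzyme background for full effect; strong numbers were not always called active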
Dynein cargo inh – dynein cargo transport inhibition; 3617.4 mouse cells, GR-EGFP nuclear translocation imaging; test concentration mostly 20 µM; stimulated with dexamethasone, 1 µM; stronger effect = lower value; z-score, hits read low; 220,000 compounds, 0.47% hits; AID 1381;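 active = plate z-score of nuclear minus cytoplasmic receptor signal below a set negative limit, without overly bright fluorescence or cell loss, cut at about -3.5 in these data, passing the limit was not always enough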;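 also: z-score of nuclear minus cytoplasmic ring GR-EGFP intensity difference per well; some compounds called inactive have numbers as strong as hits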
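Buffer or medium: tetracycline-free induction medium containing charcoal-stripped FBS / Reagent: dexamethasone agonist, 1.0 µM final, for 30 min / Technique: automated 10x imaging of fixed Hoechst-stained cells / Times: induction 48 h, compound 1 h, agonist 30 min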
M1AAP inhibition – P. falciparum M1AAP inhibitors, biochemical, fluorogenic H-Leu-NHMec substrate, 1536-well (AID 1445) | 220,000 compounds, 0.42% hits | inhibition, % at 30 µM; hits with a dose series show IC50 in µM | recombinant M1AAP, H-Leu-NHMec fluorogenic kinetic assay; higher % means a stronger effect;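 active = primary inhibition above the hit cutoff, then over 50% inhibition at one or more dose response concentrations, cut at about 23% in these data, passing the limit was not always enough; inconclusive = conflicting primary data, or primary hits not chosen for dose response; inactive = low primary inhibition, or under 50% at every dose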;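 also: plate controls were DMSO full reaction for no effect and no enzyme background for full effect; strong numbers were not always called active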
NOD2 inhibition – inhibition of NOD2-driven NF-kB reporter – cell-based, luminescence, uHTS, HEK293 (AID 1566). 290,000 compounds, 0.63% hits. one-dose inhibition, % at 4 µM; EC50 in µM for titrated hits. HEK293 NOD2/NF-kB luciferase reporter, luminescence; higher % means a stronger effect; also: many of its hits are not listed in these tables
Dynein cargo inh cytoplasmic EGFP – second read-out of Dynein cargo inh, no call of its own (marks repeat the call); z-score; measured here: cytoplasmic GR-EGFP intensity; stronger effect = higher value
Dynein cargo inh nuclear GR-EGFP – recorded beside Dynein cargo inh, whose call it bears; z-score; measured here: nuclear GR-EGFP intensity;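 lower value marks the stronger effect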
Dynein cargo inh cell count – further read-out of Dynein cargo inh, marked with its call; z-score; measured here: cell count per field
* hit, by the source's call; [ ] = another dose, or the depositor's remark. Rule as the data show it, unless noted: active = inhibition above about 50%; inactive = the rest.

`O=C(Nc1ccc(-c2cnco2)cc1)c1ccc(F)cc1F` gave KOR beta-arrestin-1 23.3%, GPR55 beta-arrestin 0.5%, KOR beta-arrestin-2 -3.2%, AID2073 2.4%, NOD1 inhibition -8.0%, P. falciparum M17LAP -5.2%, Dynein cargo inh -0.0833, M1AAP inhibition 0.1%, NOD2 inhibition -26.3%, Dynein cargo inh cytoplasmic EGFP -0.191, Dynein cargo inh nuclear GR-EGFP -0.129 and Dynein cargo inh cell count 0.308.
`COc1cccc(CNCC(=O)N2C(C)CCCC2C)c1` (centres undefined) gave KOR beta-arrestin-1 9.3%, GPR55 beta-arrestin -0.2%, KOR beta-arrestin-2 40.5%, AID2073 -0.3%, NOD1 inhibition -3.6%, P. falciparum M17LAP 13.0%, Dynein cargo inh -2.12, M1AAP inhibition 7.0%, NOD2 inhibition -6.1%, Dynein cargo inh cytoplasmic EGFP 0.599, Dynein cargo inh nuclear GR-EGFP -0.959 and Dynein cargo inh cell count 0.0649.
CN1CCN(CC(O)COCCOc2ccc(Br)cc2)CC1 (centres undefined) was read as KOR beta-arrestin-1 9.7%, GPR55 beta-arrestin -0.1%, KOR beta-arrestin-2 -3.8%, AID2073 13.3%, NOD1 inhibition -26.0%, P. falciparum M17LAP -5.0%, Dynein cargo inh -0.374, M1AAP inhibition -0.8%, NOD2 inhibition 14.6%, Dynein cargo inh cytoplasmic EGFP -0.274, Dynein cargo inh nuclear GR-EGFP -0.411 and Dynein cargo inh cell count 0.425.
Screening CCc1nnc(NC(=O)c2ccc(S(C)(=O)=O)cc2)s1 returned KOR beta-arrestin-1 -8.8%, GPR55 beta-arrestin -0.2%, KOR beta-arrestin-2 6.3%, AID2073 -11.8%, NOD1 inhibition -7.8%, P. falciparum M17LAP 5.8%, Dynein cargo inh 0.509, M1AAP inhibition 4.1%, NOD2 inhibition -13.9%, Dynein cargo inh cytoplasmic EGFP -0.244, Dynein cargo inh nuclear GR-EGFP 0.172 and Dynein cargo inh cell count -0.131.
CCOC(=O)N1CCN(C(=O)C(C)SCc2ccccc2)CC1 (centres undefined) was read as KOR beta-arrestin-1 -18.7%, GPR55 beta-arrestin -0.2%, KOR beta-arrestin-2 1.3%, AID2073 2.3%, NOD1 inhibition 12.4%, P. falciparum M17LAP 8.0%, Dynein cargo inh -0.00476, M1AAP inhibition 9.2%, NOD2 inhibition 9.9%, Dynein cargo inh cytoplasmic EGFP -0.198, Dynein cargo inh nuclear GR-EGFP -0.293 and Dynein cargo inh cell count -0.134.
`Cc1ccc(Nc2c([N+](=O)[O-])ccc3c2=NC2(CCCCC2)N=3)cc1` gave KOR beta-arrestin-1 -32.0%, GPR55 beta-arrestin -0.1%, KOR beta-arrestin-2 9.2%, AID2073 -30.0%, NOD1 inhibition 12.6%, P. falciparum M17LAP -5.1%, Dynein cargo inh -0.265, M1AAP inhibition 7.9%, NOD2 inhibition 9.4%, Dynein cargo inh cytoplasmic EGFP -0.116, Dynein cargo inh nuclear GR-EGFP 0.161 and Dynein cargo inh cell count -0.574.
For Cc1ccc(S(=O)(=O)CC(=O)Nc2ccccn2)cc1 the results were KOR beta-arrestin-1 1.0%, GPR55 beta-arrestin 0.0%, KOR beta-arrestin-2 0.3%, AID2073 -3.1%, NOD1 inhibition -4.7% and NOD2 inhibition -0.4%.
Screening CCCCCC(=O)N1CC2(CC)CN(C(=O)CCCCC)CC(CC)(C1)C2=O returned KOR beta-arrestin-1 21.9%, GPR55 beta-arrestin -0.1%, KOR beta-arrestin-2 4.4%, AID2073 -2.6%, NOD1 inhibition -5.5%, P. falciparum M17LAP 0.7%, Dynein cargo inh -0.993, M1AAP inhibition 0.8%, NOD2 inhibition 10.2%, Dynein cargo inh cytoplasmic EGFP -0.259, Dynein cargo inh nuclear GR-EGFP 0.0867 and Dynein cargo inh cell count 1.04.
Screening COc1ccc(CC(C)Nc2cccc(SC)c2)cc1 (centres undefined) returned KOR beta-arrestin-1 -18.2%[20 µM], GPR55 beta-arrestin -0.1%, KOR beta-arrestin-2 -7.6%, AID2073 -14.1%, NOD1 inhibition -5.1% and NOD2 inhibition -0.9%.
Cc1c(C(=O)Nc2ccccc2-c2ccccc2)cccc1[N+](=O)[O-] was read as KOR beta-arrestin-1 -6.2%, GPR55 beta-arrestin 0.1%, KOR beta-arrestin-2 0.7%, AID2073 -6.1%, NOD1 inhibition 11.9%, P. falciparum M17LAP 1.6%, Dynein cargo inh -0.872, M1AAP inhibition 9.4%, NOD2 inhibition 15.1%, Dynein cargo inh cytoplasmic EGFP -0.203, Dynein cargo inh nuclear GR-EGFP -0.455 and Dynein cargo inh cell count 0.747.
`COc1ccc([N+](=O)[O-])c(OC)c1C(=O)Nc1ccc(F)cc1F` gave KOR beta-arrestin-1 21.4%, GPR55 beta-arrestin -0.1%, KOR beta-arrestin-2 -1.2%, AID2073 -0.8%, NOD1 inhibition -5.8%, P. falciparum M17LAP -0.1%, Dynein cargo inh 0.833, M1AAP inhibition 7.8%, NOD2 inhibition 5.1%, Dynein cargo inh cytoplasmic EGFP -0.19, Dynein cargo inh nuclear GR-EGFP 0.254 and Dynein cargo inh cell count -1.08.
O=C(Nc1ccc2ccccc2c1)c1ccc(Cl)cc1 was read as KOR beta-arrestin-1 -22.4%, GPR55 beta-arrestin -0.2%, KOR beta-arrestin-2 -1.3%, AID2073 14.0%, NOD1 inhibition -72.7% and NOD2 inhibition -169.5%.
For CCOC(=O)Cc1c[nH]c(=S)[nH]c1=O the results were KOR beta-arrestin-1 27.1%, GPR55 beta-arrestin 0.0%, KOR beta-arrestin-2 2.2%, AID2073 -7.9%, NOD1 inhibition -2.3%, P. falciparum M17LAP 0.1%, Dynein cargo inh 0.979, M1AAP inhibition -0.3%, NOD2 inhibition 3.6%, Dynein cargo inh cytoplasmic EGFP -0.259, Dynein cargo inh nuclear GR-EGFP 0.0585 and Dynein cargo inh cell count 0.00332.
Screening O=C(COC(=O)c1ccncc1)c1ccccc1 returned KOR beta-arrestin-1 -15.5%, GPR55 beta-arrestin 0.2%, KOR beta-arrestin-2 0.3%, AID2073 -5.7%, NOD1 inhibition -16.0%, P. falciparum M17LAP -2.0%, Dynein cargo inh 0.21, M1AAP inhibition 7.1%, NOD2 inhibition -6.7%, Dynein cargo inh cytoplasmic EGFP -0.299, Dynein cargo inh nuclear GR-EGFP 0.407 and Dynein cargo inh cell count -0.316.
COc1ccc(C2CC(=O)C=C(NCCC(C)C)C2)cc1 (centres undefined) was read as KOR beta-arrestin-1 2.4%, GPR55 beta-arrestin 0.6%, KOR beta-arrestin-2 7.4%, AID2073 -6.1%, NOD1 inhibition -6.1%, P. falciparum M17LAP 15.5%, Dynein cargo inh 0.864, M1AAP inhibition -2.8%, NOD2 inhibition 16.8%, Dynein cargo inh cytoplasmic EGFP -0.135, Dynein cargo inh nuclear GR-EGFP 0.188 and Dynein cargo inh cell count -1.13.
Screening CC(C)(C)CN1CCNC(=O)C1CC(=O)NC1Cc2ccccc2C1 (centres undefined) returned KOR beta-arrestin-1 -31.5%, GPR55 beta-arrestin -0.3%, KOR beta-arrestin-2 -3.1%, AID2073 6.8%, NOD1 inhibition -31.4%, P. falciparum M17LAP 4.2%, Dynein cargo inh 0.193, M1AAP inhibition 5.8%, NOD2 inhibition 6.9%, Dynein cargo inh cytoplasmic EGFP -0.28, Dynein cargo inh nuclear GR-EGFP -0.111 and Dynein cargo inh cell count 0.332.
For Cc1ccc(NC(=O)C(OC(=O)c2cc(C)oc2C)c2ccccc2)cc1 (centres undefined) the results were KOR beta-arrestin-1 0.7%, GPR55 beta-arrestin -0.2%, KOR beta-arrestin-2 -1.3%, AID2073 3.7%, NOD1 inhibition -10.4%, P. falciparum M17LAP 5.3%, Dynein cargo inh 0.402, M1AAP inhibition 6.5%, NOD2 inhibition 6.4%, Dynein cargo inh cytoplasmic EGFP -0.202, Dynein cargo inh nuclear GR-EGFP 0.101 and Dynein cargo inh cell count -0.381.
CC(=O)Nc1sc(N/N=C/c2ccccc2F)nc1-c1ccc(C)cc1 was read as KOR beta-arrestin-1 24.8%, GPR55 beta-arrestin 0.5%, AID2073 -24.2%, NOD1 inhibition -1.8%, P. falciparum M17LAP -1.7%, Dynein cargo inh 0.63, M1AAP inhibition 8.2%, NOD2 inhibition 11.2%, Dynein cargo inh cytoplasmic EGFP -0.0568, Dynein cargo inh nuclear GR-EGFP 0.349 and Dynein cargo inh cell count -2.4.
Screening NS(=O)(=O)c1c(Sc2ccccc2C(=O)O)ccc2ccccc12 returned KOR beta-arrestin-1 -28.4%[20 µM], GPR55 beta-arrestin -0.1%, KOR beta-arrestin-2 2.1%, AID2073 9.7%, NOD1 inhibition -87.3% and NOD2 inhibition -100.1%.
Screening CCOC(=O)c1cc2c(=O)[nH]ccc2nc1C(F)(F)F returned KOR beta-arrestin-1 -0.5%, GPR55 beta-arrestin 0.7%, KOR beta-arrestin-2 3.6%, AID2073 26.8%, NOD1 inhibition -2.1%, P. falciparum M17LAP 0.1%, Dynein cargo inh -0.248, M1AAP inhibition 5.5%, NOD2 inhibition 14.7%, Dynein cargo inh cytoplasmic EGFP -0.236, Dynein cargo inh nuclear GR-EGFP -0.294 and Dynein cargo inh cell count 0.775.
Cc1cccc(C(=O)NNC(=O)c2ccc(Cl)cc2)c1O was read as KOR beta-arrestin-1 32.5%, GPR55 beta-arrestin -0.4%, KOR beta-arrestin-2 -5.2%, AID2073 inconclusive, NOD1 inhibition -33.5%, P. falciparum M17LAP 1.6%, Dynein cargo inh -0.073, M1AAP inhibition 27.7%*, NOD2 inhibition -48.3%, Dynein cargo inh cytoplasmic EGFP -0.217, Dynein cargo inh nuclear GR-EGFP -0.211 and Dynein cargo inh cell count -0.149.
For O=C(COc1ccccc1)Nc1ccc(S(=O)(=O)N2CCOCC2)cc1 the results were KOR beta-arrestin-1 -7.9%, GPR55 beta-arrestin -0.1%, KOR beta-arrestin-2 -0.1%, AID2073 -1.1%, NOD1 inhibition -8.1%, P. falciparum M17LAP 2.8%, Dynein cargo inh 0.0529, M1AAP inhibition 1.8%, NOD2 inhibition 1.7%, Dynein cargo inh cytoplasmic EGFP -0.134, Dynein cargo inh nuclear GR-EGFP 0.0232 and Dynein cargo inh cell count -0.415.

A portion of the library, so the mix of outcomes need not match the whole.
